BLM helicase inh: inhibitors of human Bloom syndrome helicase BLM. P54132. recombinant BLM DNA unwinding, fluorescence dequenching. Potency, µM (series often up to 56.1 µM), for inactives: top-dose activity change, negative = inhibition, actives largely listed as inhibitors. actives 0.2% (n = 350,000);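 further: potency means the concentration at half of the fitted maximal effect; plate controls were vehicle for no effect and no enzyme for full effect; nearly all actives have a fitted effect of over 35% in size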
LDHA block: blocks human lactate dehydrogenase A; P00338; purified LDHA, NADH/diaphorase-resazurin fluorescence; active compounds read low; activity change, % (values are at about 110 or 230 µM); actives 0.15% (n = 480,000); in the data active means activity change below about -30%; inconclusive means mostly about -25% to -30%;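 further: plate controls were DMSO wells for no effect and wells without enzyme for full effect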
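Resorufin fluorescence (ex540/em590), read at 0 and 20 min after diaphorase/resazurin addition, reports the NADH left after a 5 min room-temperature reaction of 2 nM human LDH5 with 0.06 mM NADH and 0.2 mM pyruvate.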
Pol eta inh: blocks human DNA polymerase eta activity. Q9Y253. recombinant Pol eta, fluorescent DNA replication assay. Potency, µM (highest dose often 114 µM), for inactives: at the top dose activity change, negative = inhibition, hits mostly inhibitors. actives 1.2% (n = 390,000). AID 588591; further: potency means the concentration at half of the fitted maximal effect; on the % scale 0 is the no-effect control and ±100 the full control effect
Target sequence (Q9Y253 whole entry, looked up): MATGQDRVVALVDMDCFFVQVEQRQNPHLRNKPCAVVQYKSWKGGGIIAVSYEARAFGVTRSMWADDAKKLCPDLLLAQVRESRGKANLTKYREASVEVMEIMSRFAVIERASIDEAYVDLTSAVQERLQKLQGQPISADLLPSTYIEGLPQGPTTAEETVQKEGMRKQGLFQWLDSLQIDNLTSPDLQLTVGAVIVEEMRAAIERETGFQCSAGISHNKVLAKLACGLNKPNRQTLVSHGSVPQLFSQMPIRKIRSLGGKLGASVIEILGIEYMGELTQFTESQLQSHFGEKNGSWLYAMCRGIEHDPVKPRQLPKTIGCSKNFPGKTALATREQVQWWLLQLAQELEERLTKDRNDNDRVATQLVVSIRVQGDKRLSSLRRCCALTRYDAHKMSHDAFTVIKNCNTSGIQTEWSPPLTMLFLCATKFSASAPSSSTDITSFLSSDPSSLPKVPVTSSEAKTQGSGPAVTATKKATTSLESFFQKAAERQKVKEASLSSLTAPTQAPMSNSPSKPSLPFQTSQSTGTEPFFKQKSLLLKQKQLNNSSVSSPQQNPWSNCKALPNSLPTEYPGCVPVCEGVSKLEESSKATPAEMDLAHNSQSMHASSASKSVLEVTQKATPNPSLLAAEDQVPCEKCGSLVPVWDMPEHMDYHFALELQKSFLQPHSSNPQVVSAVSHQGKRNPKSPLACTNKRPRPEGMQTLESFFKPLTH
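Pol eta (10 nM) was preincubated with compounds for 15 min at room temperature, after which fluorescent replication substrate (50 nM final) was added to start the reaction. Fluorescence was read kinetically at 0 and 10 min.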
APEX1 inh: blocks human APE1 abasic DNA cleavage | recombinant APE1, TAMRA/BHQ-2 abasic DNA cleavage fluorescence | Potency, µM (doses to about 65.8 µM), for the others: top-dose activity change, negative = inhibition, most hits filed as inhibitors | actives 0.35% (n = 350,000) | AID 2517;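 further: potency means the concentration at half of the fitted maximal effect; plate controls were vehicle for no effect and reference inhibitor for full effect; nearly all actives have a fitted effect of over 55% in size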
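Kinetic fluorescence read (525 ex/598 em nm, three reads 60 s apart) of AP-site incision; signal = third minus first read. Enzyme 0.75 nM, dual-labelled THF duplex 50 nM, compound preincubation 15 min RT.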
POLB inh: inhibitors of human DNA polymerase beta | actives 1.3% (n = 340,000) | P06746 | Pol beta primer extension/strand displacement, fluorescence kinetic | Potency, µM (titrated, usually from 114 µM), for inactives: at the top dose activity change, negative = inhibition, actives largely listed as inhibitors; further: potency means the concentration at half of the fitted maximal effect; on the % scale 0 is the no-effect control and ±100 the full control effect
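Preincubation: enzyme (10 nM) with compound, 15 min, RT. Reaction: substrate added to 50 nM final. Reads: 0 and 10 min. Analysis: normalized, Hill fit.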
Anesthetic bind: binds horse apoferritin like a general anesthetic | P02791 | apoferritin/1-aminoanthracene competitive binding, fluorescence | Potency, µM (highest dose often 77.5 µM), for inactives: at the top dose activity change, negative = displacement, hits mostly inhibitors | actives 0.074% (n = 350,000); further: potency means the concentration at half of the fitted maximal effect; on the % scale 0 is the no-effect control and ±100 the full control effect; nearly all actives have a fitted effect of over 20% in size
Target sequence (P02791 2-175 limits assumed): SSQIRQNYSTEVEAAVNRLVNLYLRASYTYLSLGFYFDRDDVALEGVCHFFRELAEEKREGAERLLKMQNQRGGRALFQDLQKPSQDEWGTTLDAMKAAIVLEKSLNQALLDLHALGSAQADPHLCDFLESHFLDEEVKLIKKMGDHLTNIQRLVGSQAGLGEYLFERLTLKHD
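Horse-spleen apoferritin (10 uM) was mixed with 50% saturated 1-aminoanthracene in PBS, exposed to compounds for 10 min at room temperature, and read for fluorescence (ex 380 nm, em 535 nm). Competitive displacement was fitted with a four-parameter Hill equation.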
POLK inh: DNA polymerase kappa (human) inhibition; Q9UBT6; purified Pol kappa, fluorescent DNA synthesis assay, 10 min; Potency, µM (top dose mostly 107 µM), for the others: at the highest dose activity, negative = inhibition, most hits filed as inhibitors; actives 0.53% (n = 400,000); further: potency means the concentration at half of the fitted maximal effect; on the % scale 0 is the no-effect control and ±100 the full control effect
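Inhibition of 10 nM Pol kappa is measured by a fluorescent read-out at 0 and 10 min following addition of 50 nM substrate (final), with a 15-min room-temperature compound preincubation.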
Glioma ERSR ind: ER stress response induction in glioma; U87-MG GRP78 promoter luciferase reporter, 16 h; Potency, µM, for inactives: at the highest dose activation, hits mostly activators; actives 0.02% (n = 420,000); AID 602332; further: potency means the concentration at half of the fitted maximal effect; series mostly up to about 76 µM; % of control where 0% means no effect; nearly all actives have a fitted effect of over 35% in size
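Stably transfected U87-MG glioma cells carrying a GRP78-based luciferase sensor; 16 h compound incubation. Luminescence end-point read 10 min after Bright-Glo addition at room temperature.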
Pol iota inh: blocks human DNA polymerase iota activity. actives 1% (n = 390,000). Q9UNA4. Pol iota fluorescent replication assay, 10 min. Potency, µM (titrated, usually from 115 µM), for inactives: top-dose activity, negative = inhibition, most hits filed as inhibitors. AID 588590; further: potency means the concentration at half of the fitted maximal effect
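Fluorescent replication assay read twice, at 0 min and 10 min after adding 50 nM (final) substrate. Enzyme (10 nM) and compounds were first incubated 15 min at room temperature; enzyme-free buffer wells were negative controls.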
* = called active by the depositor; u = inconclusive; x = not tested or not shown; & = joins results of further samples; [ ] = remark or other dose. Unless noted, the call rests on the fitted dose curve; in most records, active means well fitted curve in the direction sought with a large enough effect; inconclusive means small, poorly fitted or top-dose-only effect, or another doubt; inactive means no such curve, though single readings can be large; an effect the other way counts as inactive or inconclusive.

SMILES	BLM helicase inh	LDHA block	Pol eta inh	APEX1 inh	POLB inh	Anesthetic bind	POLK inh	Glioma ERSR ind	Pol iota inh
Nc1c2c(nc3ccc(Br)cc13)N(Cc1ccccc1)CC2	-4%	0	-8%	11%	8%	1%	2%	-2%	-11%
CCCn1ncc(OC)c(Cl)c1=O	1%	-3	-11%	5%	18%	-3%	-3%	-5%	28%
CC(N)c1ccc(Cl)cc1Cl (centres undefined)	2%	0	-7%	-1%	21%[57.1 µM]	-7%	-24%	-2%	u
Cc1ccc(NC(=O)/C(C#N)=C/c2cc(C)n(-c3ccc(N4CCOCC4)c([N+](=O)[O-])c3)c2C)c(C)c1	-5%	-8	3%	-3%	24%	-12%	-8%	-3%	7%
Cc1ccc(-c2cn3c(n2)sc2cc(C(=O)NCCCc4ccccc4)ccc23)cc1	-5%	1	-2%	x	5%	u	-2%	2%	9%
Cc1cccc(C(=O)Nc2cccc(NC(=O)c3ccccc3)c2)c1	-9%	1	-3%	-16%	u	-22%	-8%	0%	139%[activator]
COc1cccc(CNc2nnnn2C)c1OC	4%	-2	-15%	-7%	38%	-5%	-5%	-3%	95%[activator]
NC(=O)NCCC[C@H](N)C(=O)O	-1%	x	x	-3%	x	x	-12%[19.4 µM]	-3%	x
O=C1NC(=S)N/C1=C\c1cccnc1	1%	-6	-9%	4%	-1%	-4%	10%	-2%	20%
Cc1cccc(NC(=O)C2CCN(c3nc(C)cc(C)n3)CC2)c1	-3%	-7	-1%	0%	4%	-6%	-7%	0%	-9%
CCOC(=O)N1C=CC(C)=C[C@@H]2[C@@H](N3C(=O)c4ccccc4C3=O)C(=O)N21	1%	-23	-15%	2%	29%	2%	-22%	-2%	33%[activator]
Cc1cccc(-n2ccnc2SCC(=O)Nc2cccc(S(=O)(=O)NC3=NCCC3)c2)c1C	x	-4	-7%	20%	x	x	0%	-4%	15%
Cc1cccc(NCc2nc(SCC(=O)Nc3ccccc3)n[nH]2)c1	4%	-4	4%	-21%	56%	-10%	-3%	-3%	105%[activator]
COc1ccc(N2C(=O)CC(C3CCCO3)C2=O)cc1 (centres undefined)	0%	-4	-2%	1%	9%	u	-2%	8%	104%[activator]
COc1ccc(S(=O)(=O)N2CCCCC2)cc1C(=O)N1CCCC1	-3%	-4	-19%	-4%	-24%	-4%	3%	-3%	101%[activator]
Cc1ccc(C(=O)Nc2ccc3nc(N4CCCCC4)cc(C)c3c2)cc1F	1%	-1	-14%	x	14%	209%[activator]	-9%[60.1 µM]	-2%	-10%
O=C(NNc1c(Cl)cccc1Cl)c1ccno1	-1%	0	2%	-2%	-1%	4%	-4%	-3%	23%
Cc1nnc(SCC(=O)NC2CCCCC2)n1N	x	-7	-3%	-1%	x	x	-10%	-3%	8%
Cc1c(Cl)cccc1NC(=O)CN1CCN(CCN=CC2=C(O)CC(c3ccccc3)CC2=O)CC1 (centres undefined)	-1%	1	-16%	6%	-1%	-16%	9%	0%	64%[activator]
O=C(CSc1nc2c(c(=O)n1-c1ccccc1)SCC2)N1CCOCC1	-1%	-2	-15%	-1%	0%	-10%	0%	0%	20%
N#CCCN(Cc1cccnc1)S(=O)(=O)c1ccc2ccccc2c1	x	-7	-7%	14%	x	x	-7%	-2%	9%
COc1ccc(NC(=O)c2cc3c(=O)n4ccccc4nc3n2C)c(OC)c1	-4%	-8	-3%	-7%	3%	6%	-7%	-3%	7%
Nc1cc[n+](CC(=O)c2ccc3c(c2)OCCO3)cc1	62%[activator]	-2	-26%	8%	1%	9%	-12%	-7%	33%[activator]
O=C(COC(=O)c1ccc(O)cc1O)NC(=O)c1ccccc1	x	2	-21%	x	x	x	-1%	-2%	-5%
Cc1ccc(CSc2nnc(C)c(=O)n2N)cc1	0%	-11	-13%	-3%	15%	-15%	-5%	-3%	7%
NC(=O)c1ccccc1NC(=O)Nc1ccc(F)c(Cl)c1	-1%	-14	u	8%	-10%	-10%	-10%	12%	-3%
CCCCOC(=O)Cc1c(O)c2ccccc2[nH]c1=O	-1%	-1	-4%	1%	-2%	-6%	0%	-2%	16%
N#CCCn1cc(CNCc2cccnc2)c(-c2ccccc2)n1	x	-15	x	x	x	x	-1%	-4%	-1%
CN(Cc1c(F)cccc1Cl)C(=O)c1ccc2ccccc2n1	-2%	0	-7%	37%[activator]	1%	-11%	-3%	-1%	-16%
CC(=O)c1ccc(N2CCN(C(=O)c3cc(-c4ccc5c(c4)OCO5)nc4ccccc34)CC2)cc1	-13%	-10	-9%	-8%	-4%	3%	-11%	9%	-7%
Cc1cc(C)nc(NNC2=CC(=[N+]3CCCC3)CCC2)n1	3%	6	7%	10%	20%	1%	-20%	-5%	212%[activator]
COc1ccc(S(=O)(=O)N2CCN(CC(=O)NC3CC3)CC2)cc1	-2%	-5	-15%	26%	16%	-3%	-3%	-5%	20%
Cc1cccc(N2CCN(Cc3ccoc3)CC2)c1C	-1%	-19	11%	2%	u	-5%	-11%	0%	-6%
O=C(COC(=O)c1cc(Br)ccc1O)NC1CCCCCC1	x	-2	-19%	-3%	x	x	-2%	-3%	26%
C[C@H](NC(=O)c1ccco1)C(=O)Nc1cccc([N+](=O)[O-])c1	-1%	-1	-19%	-2%	4%	-4%	-2%	3%	151%[activator]
OCCC1CN(CC(c2ccccc2)c2ccccc2)CCN1C1CCCC1 (centres undefined)	-7%	-3	-9%	-1%	-1%	-11%	4%	-3%	28%
CCOC(=O)C1CCCN(C(=O)c2ccc(C)c(S(=O)(=O)N3CCCCC3)c2)C1 (centres undefined)	x	-6	-4%	14%	x	x	-8%	-1%	-4%
O=C1NC(=Nc2ccc(O)cc2)S/C1=C/c1ccco1	-8%	-3	-10%	u	u	-19%	-34%	0%	7%
CN/C(=C/[N+](=O)[O-])NCCSCc1csc(CN(C)C)n1	x	-5	-15%	x	x	x	-3%	-4%	2%
O=C(Nc1ccc2c(c1)OCO2)c1cccc(F)c1	1%	-5	-23%	3%	51%	-13%	-3%	4%	9%
Cc1ccc(NC(=S)NCC(O)c2ccccc2)c(C)c1 (centres undefined)	-1%	-1	-17%	17%	4%	-11%	0%	-1%	21%
COC(=O)[C@@]1(Cc2ccc(F)cc2)[C@H]2c3cc(C(=O)N4CCCC4)n(Cc4ccc(C(F)(F)F)nc4)c3C[C@H]2CN1C(=O)c1ccccc1	-10%&-14%	-3	u	12%&-10%	3%	-21%&-6%	-17%	-2%	14%
O=C(CNC(=O)c1cccc(Br)c1)N/N=C/c1ccc[nH]1	-4%	-7	-16%	2%	7%	u	2%	-2%	15%
O=C(c1cc(-c2ccccc2)nc2ccccc12)N1CCN(c2ccccn2)CC1	-10%	1	0%	-8%	12%	-21%	-10%	0%	6%
COc1cccc(NC(=O)c2ccc3nc(C)sc3c2)c1	-3%	-2	-10%	5%	-1%	-4%	3%	5%	25%
O=C(NCCn1ccc2ccccc21)c1ccc(S(=O)(=O)N2CCOCC2)cc1	-4%	5	-8%	-6%	3%	3%	-5%	-4%	15%
CCOc1ccc(N(CC(=O)OC)S(=O)(=O)c2ccc(OC)c(OC)c2)cc1	-1%	-4	1%	-5%	12%	3%	-3%	-4%	-5%
O=C(c1ccco1)N1CCC2(CCN(Cc3ccncc3)CC2)CC1	0%	x	x	4%	x	x	6%[60.1 µM]	-4%	x
COC(=O)c1sc2ncn(CC(=O)N(C)C3CCCCC3)c(=O)c2c1C	2%	-4	-13%	15%[12.4 µM]	2%	-6%	0%	0%	167%[activator]
CCOC(=O)c1ccccc1NC(=O)c1ccc2c(Cl)c3c(nc2c1)CCC3	0%	3	1%	x	46%[activator]	-5%	-4%	-1%	7%
N#Cc1c(SCC(N)=O)nc(-c2ccccc2)c2c1CCCC2	-3%	-2	-14%	-1%	-10%	u	0%	-5%	11%
CCOc1cc(N2CCOCC2)c(OCC)cc1NC(=O)CSc1n[nH]c(N)n1	-1%	0	-16%	u	20%	-3%	-2%	-7%	130%[activator]
COc1ccccc1NC(=O)c1ccc(S(=O)(=O)N2CCCC(C)C2)cc1 (centres undefined)	-9%	-8	-26%	23%	-12%	-11%	-1%	-2%	143%[activator]
Nc1ccccc1NC(=O)c1ccc(CNC(=O)OCc2cccnc2)cc1	0%	x	x	-7%	x	-6%	1%[60.1 µM]	u	x
COc1cc(OC)cc(C(=O)Nc2nnc(Cc3ccc(OC)c(OC)c3)s2)c1	-4%	-3	11%	-3%	-4%	91%[activator]	-10%	-2%	136%[activator]
Cc1ccnc(NS(=O)(=O)c2ccc(NC(=O)c3ccc(C)c(C)c3)cc2)n1	-1%	-9	-15%	x	0%	1%	-18%	-2%	23%
COc1ccc(C(=O)O/N=C/c2ccc(S(=O)(=O)c3ccc(Cl)cc3)nc2)cc1	x	-3	1%	x	x	x	-23%	-6%	20%
COc1ccc(N/C=C(\C=C\C#N)S(=O)(=O)c2ccccc2)cc1	-3%	-6	-5%	40%	3%	5%	-13%	-1%	-19%
Cc1ccc(NC(=O)CCNS(=O)(=O)c2ccccc2)cc1S(=O)(=O)N1CCOCC1	x	-3	-17%	36%	x	x	0%	-6%	-2%
CC1CCc2cc(F)ccc2N1C(=O)CSc1nnc2c3ccccc3n(C)c2n1 (centres undefined)	-2%	-11	10%	-3%	u	-23%	-3%	-4%	23%
COc1ccc(-c2nc(SC(CC(=O)NCc3ccccc3)c3ccc(OC)c(OC)c3)n[nH]2)cc1 (centres undefined)	-2%	-9	-6%	-1%	-2%	u	-21%	-2%	-28%
O=C(O)Cc1c[nH]c2cccc(O)c12	-4%	14	8.9µM*	16µM*	18µM*	-5%	22µM*	-1%	u

A portion of the library; rates above refer to the full screens.
